Compound activity as filed in PubChem.
NS3 helicase inh = HCV NS3 helicase inhibition. NS3 helicase DNA unwinding, Cy5 molecular beacon fluorescence. inhibition, % at 10.9 µM. 0.56% of 290,000 active;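 active = inhibition above the mean of all tested compounds plus 3 SD, set per campaign, cut at about 35% in these data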;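 also: 0% = DMSO wells and 100% = thioflavine S control wells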
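Material: hepatitis C virus NS3 helicase domain fragment enzyme; measured by: Cy5 fluorescence, 0 and 60 min reads; control set: DMSO and thioflavine S; incubation: 60 min unwinding reaction at 25 °C after ATP addition; read-out basis: % inhibition from 60/0 min fluorescence ratio, DMSO 0%, thioflavine S 100%; repeats: singlicate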
SUMO HTRF inh = SUMOylation inhibition. HTRF SUMOylation assay, SAE1/SAE2 + UBC9, in vitro. inhibition, % at 35 µM. 0.36% of 290,000 active. AID 2006; in the data active = inhibition above about 50%, passing the limit was not always enough; also: strong numbers were not always called active
Target sequence (P63279 whole entry, looked up): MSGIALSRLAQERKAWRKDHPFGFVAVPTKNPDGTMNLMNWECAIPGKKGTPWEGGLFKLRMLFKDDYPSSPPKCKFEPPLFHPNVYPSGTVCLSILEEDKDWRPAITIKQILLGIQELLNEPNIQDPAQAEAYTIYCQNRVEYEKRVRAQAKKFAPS
pCIP destab = lowers stability of the mouse p/CIP coactivator protein. Q05BA5. F442A p/CIP-EGFP cells, EGFP fluorescence, 16 h. decrease of EGFP signal, % at 10 µM. 0.01% of 290,000 active;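 active = EGFP signal decrease of at least 30% at 10 µM or well 3 SD below plate mean, unless failing retest; inactive = the rest, including hits failing retest or dose response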; also: some compounds called inactive have numbers as strong as hits; many of its hits are not listed in these tables
IDE act = IDE (human) activation, cell-based; P14735; HEK cells, FAbeta-B cleavage, fluorescence polarization; 0% vehicle, 100% cell-free pure enzyme wells; activation, % at 5.96 µM; 0.073% of 340,000 active; AID 493087;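 active = activation above the mean of all tested compounds plus 3 SD, set per screening campaign, cut at about 17% in these data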
PfM18AAP inh = PfM18AAP enzyme inhibition | recombinant PfM18AAP, H-Glu-NHMec fluorogenic cleavage | inhibition, % at 7.35 µM | 1.2% of 290,000 active;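 active = inhibition above the campaign mean inhibition over all tested compounds plus 3 SD, cut at about 28% in these data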;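 also: 0% = plate median of test compound wells and 100% = 2 mM ZnCl2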
IDE cell inh = inhibitors of human insulin-degrading enzyme in cells. P14735. HEK cells, FAbetaB cleavage, fluorescence polarization. inhibition, % at 5.59 µM. 0.41% of 320,000 active. AID 434962;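 active = percent inhibition above the average of all tested compounds plus 3 SD, set per screening campaign, cut at about 16% in these data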;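 also: IDE supplied by intact live HEK cells; FP after avidin binding of uncleaved biotin substrate so inhibition keeps polarization high; 0% = DMSO wells and 100% = 60 µM reference IDE inhibitor Ii1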
VIM-2 inh = inhibitors of Pseudomonas aeruginosa VIM-2 metallo-beta-lactamase. purified VIM-2, nitrocefin hydrolysis, epi-absorbance fluorescence. inhibition, % at 5.6 µM. 0.89% of 290,000 active. AID 1527;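 active = inhibition above the mean of all tested compounds plus 3 SD, cutoff set per screening run, cut at about 7.5% in these data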;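 also: red hydrolysis product quenches plate fluorescence so inhibitors raise well fluorescence; 0% = enzyme with DMSO and 100% = DMSO without enzyme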
DNA FID counter = displaces DNA intercalator in HCV helicase counter-screen | DNA fluorescent intercalator displacement, fluorescence | inhibition, % at 7.9 µM | 0.17% of 290,000 active | AID 1845; in the data active = inhibition above about 37%;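 also: 0% = vehicle and 100% = reference compound; higher means more ethidium bromide displaced from hairpin DNA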
IMP-1 inh = inhibitors of Pseudomonas aeruginosa IMP-1 metallo-beta-lactamase | inhibition, % at 5.6 µM | purified IMP-1, nitrocefin hydrolysis, epi-absorbance fluorescence | 0.45% of 290,000 active;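 active = inhibition above the mean plus 3 SD of all compounds in the same screening run, cut at about 4.5% in these data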;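 also: 0% = IMP-1 with DMSO and 100% = DMSO wells lacking enzyme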
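Assay system: purified IMP-1; Quantity: IMP-1 0.2 nM before substrate addition; Medium: HEPES buffer pH 7.1 with ZnSO4 and Brij 35; Incubation: 15 min enzyme–compound preincubation, then 25 min nitrocefin reaction, 25 °C; Signal: fluorescence quenching readout, ex 480/em 530 nm; Controls: DMSO with and without IMP-1; Repeats: singlicate testing.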
The depositor's hits bear a star; . = not tested or not shown.

A first look, nine compounds:
SMILES	NS3 helicase inh	SUMO HTRF inh	pCIP destab	IDE act	PfM18AAP inh	IDE cell inh	VIM-2 inh	DNA FID counter	IMP-1 inh
COc1cc(NS(=O)(=O)c2ccc(NC(=S)NC(=O)/C=C/c3ccco3)cc2)ncn1	32	.	-2	7	8	.	-1.7	-22	-3.2
CCOc1ccc(Br)cc1S(=O)(=O)NCc1ccc(S(N)(=O)=O)cc1	5	20	-12	1	-4	0	-2.4	-2	-2.5
O=C(CSc1nnc(-c2cccs2)o1)N1CCOCC1	-4	18	-15	2	3	.	-4.1	4	-3.9
O=C1NCCCc2c1oc1cc(Br)c(O)c(Br)c21	1	29	-3	-4	7	6	2.5	2	-1.4
COC(=O)c1ccccc1NC(=O)COC(=O)CSCC(=O)N1CCOCC1	3	2	3	6	-2	-5	3.0	-6	-1.4
CN(C)c1cc[n+](CC(=O)Nc2ccc(Cl)c([N+](=O)[O-])c2)cc1	-3	12	-3	2	5	-1	3.5	21	-3.4
CCc1ccc2nc(Nc3nc(COC)cc(=O)[nH]3)nc(C)c2c1	7	1	-10	-4	-5	1	-2.1	-11	-2.1
O=C(NCc1nc(-c2ccccc2)no1)c1ccc2c(c1)OCO2	4	14	1	2	-4	2	-2.5	-5	-0.7
CC(C)(C)OC(=O)N/N=C/c1cc(N=Nc2ccccc2)ccc1O	12	-14	1	2	-3	2	-0.7	-4	2.4

This part in full, previewed entries included:
SMILES	NS3 helicase inh	SUMO HTRF inh	pCIP destab	IDE act	PfM18AAP inh	IDE cell inh	VIM-2 inh	DNA FID counter	IMP-1 inh
COc1cc(NS(=O)(=O)c2ccc(NC(=S)NC(=O)/C=C/c3ccco3)cc2)ncn1	32	.	-2	7	8	.	-1.7	-22	-3.2
CCOc1ccc(Br)cc1S(=O)(=O)NCc1ccc(S(N)(=O)=O)cc1	5	20	-12	1	-4	0	-2.4	-2	-2.5
O=C(CSc1nnc(-c2cccs2)o1)N1CCOCC1	-4	18	-15	2	3	.	-4.1	4	-3.9
O=C1NCCCc2c1oc1cc(Br)c(O)c(Br)c21	1	29	-3	-4	7	6	2.5	2	-1.4
COC(=O)c1ccccc1NC(=O)COC(=O)CSCC(=O)N1CCOCC1	3	2	3	6	-2	-5	3.0	-6	-1.4
CN(C)c1cc[n+](CC(=O)Nc2ccc(Cl)c([N+](=O)[O-])c2)cc1	-3	12	-3	2	5	-1	3.5	21	-3.4
CCc1ccc2nc(Nc3nc(COC)cc(=O)[nH]3)nc(C)c2c1	7	1	-10	-4	-5	1	-2.1	-11	-2.1
O=C(NCc1nc(-c2ccccc2)no1)c1ccc2c(c1)OCO2	4	14	1	2	-4	2	-2.5	-5	-0.7
CC(C)(C)OC(=O)N/N=C/c1cc(N=Nc2ccccc2)ccc1O	12	-14	1	2	-3	2	-0.7	-4	2.4
CC1CCc2nn(CC(=O)N3CCc4ccccc43)cc2C1 (configuration not stated)	6	6	-10	2	-1	-1	-1.4	-13	-5.5
COc1cc(OC)c(C2N(c3ccccn3)C(=O)C3CCCN32)cc1OC (configuration not stated)	0	33	-10	4	7	-1	-3.6	-2	-4.8
CCOc1c([N+](=O)[O-])cc2c(C)c(C(=O)N3CCN(C)CC3)oc2c1OCC	5	18	-8	2	-1	0	5.8	4	-2.8
COc1ccc(-c2cn3cccnc3n2)cc1NC(=O)c1cc(OC)c(OC)c(OC)c1	7	26	20	3	9	1	5.1	-37	-2.2
O=C(NCc1nc(-c2ccccc2)no1)c1cccs1	-5	20	-59	7	-2	-6	-2.2	-3	-3.9
CN1CCN(NS(=O)(=O)c2ccc(Cl)cc2)CC1	3	14	-9	1	-8	-3	-2.9	-2	-3.0
COC(=O)C1=CN(c2ccc(F)cc2)C=C(C(=O)OC)C1c1ccc(O)cc1	-13	9	-3	4	-15	-2	-1.9	-30	-3.3
CCN(CC(=O)Nc1cc(C)nn1-c1nc(C)cc(C)n1)Cc1ccccc1	-3	1	5	1	-3	7	-5.9	-38	-4.5
Cc1cccc(C(C)C)c1NC(=O)c1cccnc1	-10	1	8	-2	-6	8	-2.2	-2	-0.1
CNc1nc(N)c([N+](=O)[O-])c(NC2CCCCC2)n1	-13	2	-10	3	6	.	-1.3	-8	-3.6
Cc1noc(C)c1S(=O)(=O)N1CCCC(C(=O)NCCc2ccc(Cl)cc2)C1 (configuration not stated)	7	-10	5	-3	-2	-4	-1.6	-2	-2.9
COc1cccc(CNc2ccc([N+](=O)[O-])c(NCC(=O)O)n2)c1	2	10	1	2	5	7	-1.3	-1	-2.3
Cc1cccc(C)c1OCc1nnc(SCC(=O)NCCc2ccccc2)o1	-5	-11	-6	2	11	4	-2.1	-38	-2.9
Cc1ccccc1N(CC(=O)NCC1CCCO1)C(=O)CCC(=O)Nc1nccs1 (configuration not stated)	-2	-2	-1	4	-1	-1	-3.4	-32	-0.9
O=c1cc(CN2CCN(Cc3ccccc3)CC2)c2cc(O)ccc2o1	13	0	2	2	5	-1	-2.1	9	-1.9
COc1ccc(N(CC(=O)N2CCc3ccccc3C2)S(C)(=O)=O)cc1	6	-9	-12	3	-9	-4	-0.8	-11	-0.5
O=c1oc(-c2ccc(Cl)c(Cl)c2)nn1-c1ccc(C(F)(F)F)cn1	-10	12	-13	.	2	5	-2.3	-3	-2.0
COc1ccccc1NC(=O)CSc1nnc(CNC(=O)COc2ccc(Cl)cc2)o1	12	14	-5	2	2	6	-2.6	-28	-1.4
CCOC(=O)C1=C(c2ccccc2)O/C(=C(/C#N)C(F)(F)F)S1	9	-14	-44	.	10	4	1.6	-5	1.9
CCC(C)(C)NC(=O)CN(C(=O)c1snc(C(N)=O)c1N)c1ccc(OC)c(OC)c1	1	12	5	-3	-11	6	-3.3	-12	-2.3
O=C(O)c1cc(S(=O)(=O)N(Cc2ccccc2)c2ccccc2)ccc1Cl	10	2	3	0	0	2	1.4	-20	-1.2
CN1CCc2c(sc3c2c(=O)n(-c2ccccc2)c2nnc(SCc4ccc(Cl)cc4)n32)C1	-22	-9	-7	1	-1	-11	1.6	5	-1.9
COC(=O)c1sccc1NC(=O)CC1C(=O)NCCN1C(=O)Nc1cc(Cl)ccc1OC (configuration not stated)	10	3	-10	.	-2	9	-1.1	-21	-3.1
Cc1ccc(C(=O)CSc2nnc(-c3ccccc3)o2)cc1	-2	9	-3	2	-2	-2	-1.4	-4	-1.7
COc1ccc(NCC(=O)Nc2ccccc2C#N)cc1Cl	2	-5	3	2	8	11	-3.3	1	-1.4
CC(C)c1nnc(SCC(=O)NCc2ccc3c(c2)OCO3)n1C	1	6	-13	5	0	2	-2.2	-3	-6.0
Cc1cc(N2CCOCC2)c(F)cc1C(=O)c1ccccc1	-2	-1	1	1	-3	2	-2.1	-16	-0.3
O=C(CN1CCCCCC1)Nc1ccc(S(=O)(=O)N2CCOCC2)cc1	6	4	-22	7	-2	3	-2.3	13	-0.4
COc1ccc2c(C)c(C(=O)N3CCN(Cc4ccccc4)CC3)oc2c1	0	-3	-8	6	4	.	-2.7	-23	-3.8
CCCc1c(O)c2ccccc2n(-c2ccccc2)c1=O	1	6	0	8	2	-4	0.2	-2	-3.1
CCOc1ccc(N2CC(C(=O)NC3CCCC3)CC2=O)cc1 (configuration not stated)	7	13	-4	-1	3	-9	-0.8	-7	-1.5
COc1ccc(NC(=O)CCC(=O)Nc2ccc3nc(N4CCOCC4)cc(C)c3c2)c(OC)c1	0	-3	-14	5	-6	0	-1.6	-5	-1.7
O=C(OCCN1C(=O)c2ccccc2C1=O)c1ccccc1	4	-2	8	-1	0	-5	-5.1	-10	-2.4
C=CCn1ncc(OC)c(Cl)c1=O	-6	-4	-2	7	0	-2	-10	-2	-2.0
O=C(O)c1ccc(S(=O)(=O)NCC2CCCCC2)cc1	-1	14	-9	4	-1	.	-1.9	-2	-2.5
COc1ccc(CN2CCNC(=O)C2CC(=O)N(C)Cc2ccon2)cc1OC (configuration not stated)	10	16	1	5	5	-5	-1.9	-3	-2.9
CCCCc1ccc(NC(=O)c2cnccn2)cc1	4	2	-2	-5	-1	7	0.1	-10	-4.5
CCOC(=O)N1CCN(C(=O)C2CCCN(c3ncnc4c3nc3n4CCCCC3)C2)CC1 (configuration not stated)	14	9	0	0	-7	-4	-2.4	-46	-0.8
COc1cc(Br)c(/C=C/c2ccc3cccc(O)c3n2)cc1OC	14	-2	3	-1	-36	0	-2.7	-8	-3.1
Cc1cc2c(cc1C)CSC(c1ccccc1O)SC2	-10	-9	-2	8	10	0	0.4	-5	-2.2
O=[N+]([O-])c1cccc2cn[nH]c12	2	57	-10	4	0	3	-2.9	-1	-3.6
Cc1cc(/C=N/NC(=O)c2cccc(N(C)C)c2)c(C)n1-c1cc(C(=O)O)cc(C(=O)O)c1	25	31	1	5	9	.	-3.3	-28	-2.9
COc1cc(C(=O)OCC(=O)Nc2ccc(C(C)=O)cc2)ccc1OCC(=O)N1CCOCC1	11	-8	6	4	0	-2	-2.3	-23	-3.6
CCOC(=O)c1c(C)oc2ccc(OCC(N)=O)cc12	2	15	-6	4	-2	-2	-0.5	-10	-2.6
CCOc1ncccc1C(=O)Nc1c(C)n(C)n(-c2ccccc2)c1=O	-8	0	3	-1	0	1	-4.2	-9	-2.7
O=C(COc1cc2oc(=O)c3c(c2cc1Cl)CCC3)N1C[C@H]2C[C@@H](C1)c1cccc(=O)n1C2	-14	6	0	-2	6	10	11*	-29	-0.1
OCCNc1nc(Cl)nc(NCc2ccco2)n1	-4	21	1	-7	0	-4	-5.1	8	-4.0
COc1cc(/C=C2\SC(=S)N(CCC(=O)Nc3ccccc3O)C2=O)cc(OC)c1OC	4	10	-11	2	-2	0	1.4	-4	1.4
CCC(C(=O)NCCN1CCOCC1)n1c2ccccc2c2nc(=O)cc(C)n21 (configuration not stated)	-10	16	-3	0	-15	1	-1.7	-7	-2.5
COc1cc2c(cc1OC)C(c1cccc(Br)c1)NC(=O)C2 (configuration not stated)	-3	-4	-9	1	-14	.	0.2	-19	-0.3
O=C(c1ccc(-c2ccccc2)cc1)C1CCCN(C(=O)Cn2cncn2)C1 (configuration not stated)	3	7	-11	0	2	11	-1.2	-31	-0.5

Random draw from the library. Share with any hit: about 3.6%.
